# Assay outcomes deposited in PubChem BioAssay by IUPUI and University of Michigan.
# ST2 IL33 inh: blocks human ST2 binding to IL-33 | hit rate 2.3% among 78,000 | inhibition, % for hits at 17 µM | AlphaLISA ST2-Fc/biotin-IL-33 interaction, 1 h | Q01638; in the data active means inhibition above about 30%; inconclusive means mostly about 10% to 28%
# Target sequence (Q01638 whole entry, looked up): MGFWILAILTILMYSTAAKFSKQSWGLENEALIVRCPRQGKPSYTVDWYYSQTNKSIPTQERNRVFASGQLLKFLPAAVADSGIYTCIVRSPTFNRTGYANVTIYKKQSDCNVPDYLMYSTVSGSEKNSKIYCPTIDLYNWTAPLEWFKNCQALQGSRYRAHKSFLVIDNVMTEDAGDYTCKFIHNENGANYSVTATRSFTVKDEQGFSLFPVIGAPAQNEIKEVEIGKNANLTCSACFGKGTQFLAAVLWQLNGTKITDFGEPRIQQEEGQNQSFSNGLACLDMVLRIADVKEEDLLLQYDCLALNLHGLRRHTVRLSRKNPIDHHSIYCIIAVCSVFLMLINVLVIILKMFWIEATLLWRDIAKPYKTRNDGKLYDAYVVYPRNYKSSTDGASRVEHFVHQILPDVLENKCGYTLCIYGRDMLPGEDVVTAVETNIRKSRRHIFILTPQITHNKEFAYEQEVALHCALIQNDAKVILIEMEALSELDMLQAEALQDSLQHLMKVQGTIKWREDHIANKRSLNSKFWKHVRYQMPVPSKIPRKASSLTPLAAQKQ
# Numbers without * were called inactive; i = inactive; u = inconclusive. Only part of the results is shown (hit frequency here may not be typical).
SMILES,ST2 IL33 inh
Cc1ncnc2c1ncn2-c1ccc(N)nc1,u
CCCCN(C)S(=O)(=O)c1ccc(C(=O)Nc2nnc(-c3ccc(OC)cc3OC)o2)cc1,i
CCOc1ccc(CCNC(=O)Cn2nnc(-c3ccc(OC)cc3)n2)cc1OCC,i
Cc1cc(C)n2ncc(CN(C)CC(C)N3CCOCC3)c2n1 (stereo not given),u
C=CCc1cc(CN2CCN(C)C3(CCN(C)CC3)C2)cc(OCC)c1O,i
O=CC1=C(c2ccccc2)Oc2ccccc2O1,u
CCOC(=O)c1ccc(NC(=O)C2Cc3ccccc3C(=O)O2)cc1 (stereo not given),i
Cc1ccc(-n2cc3c([N+](=O)[O-])cc([N+](=O)[O-])cc3n2)cc1,i
CC12C(=O)N(c3cccc(O)c3)C(=O)C1C1C=CC2C1 (stereo not given),i
CC(c1ccccc1)C1Nc2ccccc2C(=O)N1CCc1ccccc1 (stereo not given),i
COCc1ccc(-c2n[nH]c(Cc3ccccc3)n2)o1,u
Cc1cccc(OCC(=O)O/N=C(/N)c2ccc(Br)cc2)c1,i
CCOc1cc(C=O)ccc1OCC(=O)Nc1ccc(C)c(C)c1,i
COc1ccc(NC(=O)N[C@H]2[C@H](O)[C@@H](N(C)CCN(C)C)[C@@H]3OC[C@H]2O3)cc1,i
CCOC(=O)C1(Cc2cccc(OC)c2)CCN(Cc2c(C)nc3sccn23)CC1,i
CC(NC(=O)c1cc2cc(Br)ccc2oc1=O)c1ccccc1 (stereo not given),u
O=C1CCC(=O)N1c1ccc(Sc2ccc([N+](=O)[O-])cc2)cc1,i
COc1cccc(C2C(N3C(=O)c4ccccc4C3=O)C(=O)N2c2ccccc2OC)c1 (stereo not given),i
COc1ccc(C2=C/C(=C3/c4ccccc4-c4ncccc43)C(=O)O2)c(OC)c1,31%*
CSCCNC(=O)CC1C(=O)NCCN1Cc1ccccc1 (stereo not given),i
CCS(=O)(=O)N1CCC2(CC1)OC(=O)C(C)=C2C(=O)N1CCN(Cc2ccccc2)CC1,i
CC(=O)N1c2ccccc2N=C(c2ccc(C)cc2)CC1c1ccccc1 (stereo not given),i
O=C(C1CCCCC1)N1CC[C@H](c2nnc(-c3cccnc3)o2)C1,i
COc1ccc(CN[C@H]2[C@H](O)[C@@H](N3CCN(c4ccccc4OC)CC3)[C@@H]3OC[C@H]2O3)cc1,u
COc1ccc(CN2CCCN(CC(=O)Nc3ccc(F)cc3F)S2(=O)=O)cc1,i

# New compounds follow.
SMILES,ST2 IL33 inh
COc1ccc(-n2ccn3c(CCC(=O)NCCc4ccc(S(N)(=O)=O)cc4)nnc3c2=O)cc1,i
O=c1c(O)c(-c2ccccc2)oc2cc(O)cc(O)c12,i
Cc1cccc(N2C(=O)CC(Sc3nccc(C)n3)C2=O)c1 (stereo not given),i
COc1ccc(CNC(=O)CCC2CCCN(C(=O)/C=C/c3ccccn3)C2)c(OC)c1 (stereo not given),i
O=C(NC1CCN(Cc2ccccc2)CC1)c1cn(CC2CCCO2)nn1 (stereo not given),i
Cc1n[nH]c(C)c1S(=O)(=O)N1CCCC(C)C1 (stereo not given),i
CCOc1ccc(CN2CCN(Cc3ccc4c(c3)OCO4)CC2)cc1,i
O=C(CS(=O)(=O)c1c[nH]c2ccccc12)Nc1ccc2c(c1)OCCO2,i
CCOc1cc(C2C(C(=O)OC(C)C)=C(C)NC3=C2C(=O)C(C(=O)OC)C(C)C3)ccc1O (stereo not given),i
COc1ccc(OC)c(N2C(=O)C3C4CCC(C4)C3C2=O)c1 (stereo not given),u
Cc1ccc(C(=O)N2CCC(n3nccc3NC(=O)Nc3ccccc3C)CC2)s1,i
CC(NS(=O)(=O)c1cccc2nsnc12)C12CC3CC(CC(C3)C1)C2 (stereo not given),u
COc1ccc2ccccc2c1CNC1CCN(c2ccc(C(=O)N3CCOCC3)cc2)CC1,u
O=C(/C=C/c1cccs1)N1CC[C@@H](N2CCN(c3ccccc3F)CC2)[C@H](O)C1,i
CNC(=O)c1ccc(OC)c(-c2cc(F)ccc2C)c1,i
CCOC(=O)C1(Cc2cccc(F)c2)CCN(Cc2ccncc2)CC1,i
COC(=O)[C@@H](C)NC(=O)[C@H]1CN(C(=O)c2ccc(N(C)C)cc2)CCN1S(C)(=O)=O,u
O=C1CSC(=Nc2ccc(C(=O)O)cc2)N1,i
N#Cc1ccccc1NC(=O)CSc1n[nH]c(-c2ccccc2)n1,i
COc1ccc(NC(=O)c2oc3ccccc3c2NC(=O)C2CCCCC2)c(OC)c1,i
Cc1nc2ccccc2c2c1C(=O)N(c1ccc(F)cc1)C2=O,u
COc1ccc(C(=O)C(OC(=O)c2cc3ccccc3oc2=O)c2ccccc2)cc1 (stereo not given),i
C[C@]12CCC(=O)C=C1CC[C@@H]1[C@@H]2C(=O)C[C@@]2(C)[C@H]1CC[C@]2(O)C(=O)CO,i
O=c1c2oc3ccccc3c2ncn1Cc1ccc(Cl)cc1,u
Cc1cc(S(=O)(=O)Nc2cc(Br)c3oc4c(c3c2)C(=O)CCC4)ccc1Cl,u

# Next part.
SMILES,ST2 IL33 inh
C=CCSc1nc2ccccc2n1C(=O)/C=C/c1ccc2c(c1)OCO2,u
Brc1ccc(C(N2CCOCC2)N2CCOCC2)cc1,i
O=C1NCC(c2ccc(Cl)cc2)Cc2[nH]c(Cc3cccnc3)nc21 (stereo not given),i
Nc1ncnc(Nc2ccc(SC(F)F)cc2)c1[N+](=O)[O-],u
Cc1cc(C(=O)N(C)Cc2snnc2C)nc(C)n1,i
CC1(C)CC(=O)C2=C(C1)Nc1nc(SCc3ccccc3F)nn1C2c1ccc(O)cc1 (stereo not given),u
C=CCNC(=O)c1cc2c(=O)n3cccc(C)c3nc2n1C,i
CCC(C)NC(=O)C1CCN(S(=O)(=O)N2CCCC2)CC1 (stereo not given),i
COc1ccccc1OCC(=O)Nc1c(C(=O)Nc2ccccc2F)oc2ccccc12,i
CCC(C(=O)Nc1cc(C)ccc1OC)c1ccccc1 (stereo not given),i
Cc1cc(C)n2nc(SCCC(=O)NCc3cccs3)nc2n1,i
O=C1CC(NCc2ccc(F)cc2)C(=O)N1c1ccc(F)cc1 (stereo not given),i
Cc1ccccc1-n1c(SCC(=O)Nc2c(C)cccc2C)nc(O)cc1=O,i
Cc1onc(-c2ccccc2Cl)c1C(=O)Nc1c2c(nn1-c1ccccc1)CSC2,u
Cc1nc2c(ccc3nc(NC(=O)c4cccc(Br)c4)sc32)s1,i
CC1CCc2ccc(F)cc2N1S(=O)(=O)c1cccs1 (stereo not given),i
Cc1cc(C)n(-c2ccc(C(=O)N3CCCC(N(C)C)CC3)cc2)n1 (stereo not given),i
CN(C)c1nc2c(c(=O)[nH]1)CCN(C(=O)c1ccccc1C(F)(F)F)C2,i
CC(C)(C)c1ccc(C(=O)Nc2c3c(nn2-c2ccc(F)cc2)CS(=O)C3)cc1 (stereo not given),i
CN1CCCC(C#CC(O)(c2ccccc2)c2ccccc2)C1 (stereo not given),i
Cc1cc(-c2c(-c3ccccc3)ncn2Cc2n[nH]c(=O)c3ccccc23)n[nH]1,u
COCC1(C(=O)N(C)C(C)c2nccs2)CCC1 (stereo not given),i
O=S(=O)(Nc1ccccc1Cl)c1ccc(Br)s1,i
CCC(=O)N1CCc2cc(Br)cc(S(=O)(=O)CCC(=O)NC3CCCC3)c21,i
CCOCCOC(=O)C1=C(C)NC2=C(C(=O)C(C(=O)OC)C(C)C2)C1c1cccc(OC)c1 (stereo not given),i

# The list goes on:
SMILES,ST2 IL33 inh
Cc1ccc(-c2nnc(-c3nc(N4CCc5ccccc54)c4ccccc4n3)o2)cc1,u
CCOCCCNC(=O)C1C2C=CC3(CN(Cc4ccccc4Cl)C(=O)C13)O2 (stereo not given),i
C=C1c2cc(OCC)ccc2NC(=O)N1c1ccccc1,i
Cc1ccc(C)c(CN2CCN(c3ccccn3)CC2)c1,u
CCNC(=O)N1c2ccccc2C(C)(c2ccccc2)CC1(C)C (stereo not given),u
COC(=O)c1cc2c(s1)CN(c1cc(C)cc(C)c1)C2,i
CCc1ccc(NC(=O)c2cc3cc(Br)ccc3oc2=O)cc1,u
CC(C)(O)C#Cc1ccc(C(=O)N2CCOc3ccc(CN4CCc5ccccc5C4)cc3C2)cc1,i
CC(C)C[C@H]1CN(C(=O)c2ccn(C)c(=O)c2)CC[C@@]1(C)O,i
N#Cc1ccccc1-c1nc2c3c(c(N)ccc3n1)C(=O)c1ccccc1-2,42%*
CCOc1ccc(-c2c(C#N)c(N)nc(SCC(=O)c3ccccc3)c2C#N)cc1,i
COc1cccc(C2C(N3C(=O)c4ccccc4C3=O)C(=O)N2c2ccc(Br)cc2)c1 (stereo not given),u
CCOCCCN(C1CCN(C(C)=O)CC1)S(=O)(=O)c1cc2c(cc1Cl)NC(=O)CO2,i
Cc1cc(C)c([N+](=O)[O-])cc1NC(=O)c1cc2c(C)nn(-c3ccccc3)c2s1,i
Cc1noc([C@@H]2C[C@H](NC(=O)c3ccc(-c4ccccc4)cc3)CN2C)n1,i
O=c1oc2ccc(Cl)cc2nc1C=C(O)c1ccc(F)cc1,i
CCSC1=N/C(=C\c2cc3c(cc2Cl)OCO3)C(=O)S1,i
Cc1nonc1C1CCCN1C(=O)c1cccc2ccnn12 (stereo not given),i
Cc1cc(C)c2oc(-c3ccc(NC(=O)c4ccc5c(c4)OCCO5)cc3)nc2c1,i
Cc1ccc(-c2nnc(-c3nc(NC4CC4)c4ccccc4n3)o2)cc1,i
O=C(CSc1nc(-c2ccc3c(c2)OCO3)nc2cc(=O)[nH]n12)NCCCc1ccccc1,i
Cc1ccc(-c2noc([C@@H]3C[C@H](NC(=O)CC(C)(C)CC(=O)O)CN3C)n2)cc1,u
CS(=O)(=O)NCC1CCN(Cc2cccc3c2OC(F)(F)O3)C1 (stereo not given),u
O=C(CN1C(=O)C2C3CCC(C3)C2C1=O)Nc1ccc(C(=O)O)cc1 (stereo not given),i
CN1C(=O)C(=Cc2cn(CCOc3ccc(F)cc3)c3ccccc23)C(=O)N(C)C1=O,i

# 28 structures out of the list, sorted by length of the SMILES, highest first.
SMILES,ST2 IL33 inh
COc1ccc(CN[C@H]2[C@H](O)[C@@H](N3CCN(c4ccccc4OC)CC3)[C@@H]3OC[C@H]2O3)cc1,u
COc1ccc(NC(=O)N[C@H]2[C@H](O)[C@@H](N(C)CCN(C)C)[C@@H]3OC[C@H]2O3)cc1,i
CCOc1cc(C2C(C(=O)OC(C)C)=C(C)NC3=C2C(=O)C(C(=O)OC)C(C)C3)ccc1O (stereo not given),i
Cc1cc(C)c([N+](=O)[O-])cc1NC(=O)c1cc2c(C)nn(-c3ccccc3)c2s1,i
O=C(CSc1nc(-c2ccc3c(c2)OCO3)nc2cc(=O)[nH]n12)NCCCc1ccccc1,i
CCOCCCN(C1CCN(C(C)=O)CC1)S(=O)(=O)c1cc2c(cc1Cl)NC(=O)CO2,i
COc1cccc(C2C(N3C(=O)c4ccccc4C3=O)C(=O)N2c2ccc(Br)cc2)c1 (stereo not given),u
CC(C)(C)c1ccc(C(=O)Nc2c3c(nn2-c2ccc(F)cc2)CS(=O)C3)cc1 (stereo not given),i
Cc1ccc(-n2cc3c([N+](=O)[O-])cc([N+](=O)[O-])cc3n2)cc1,i
COc1ccc2ccccc2c1CNC1CCN(c2ccc(C(=O)N3CCOCC3)cc2)CC1,u
Cc1onc(-c2ccccc2Cl)c1C(=O)Nc1c2c(nn1-c1ccccc1)CSC2,u
CCOCCCNC(=O)C1C2C=CC3(CN(Cc4ccccc4Cl)C(=O)C13)O2 (stereo not given),i
N#Cc1ccccc1-c1nc2c3c(c(N)ccc3n1)C(=O)c1ccccc1-2,42%*
O=C1CCC(=O)N1c1ccc(Sc2ccc([N+](=O)[O-])cc2)cc1,i
Cc1ccccc1-n1c(SCC(=O)Nc2c(C)cccc2C)nc(O)cc1=O,i
O=C1NCC(c2ccc(Cl)cc2)Cc2[nH]c(Cc3cccnc3)nc21 (stereo not given),i
CC(=O)N1c2ccccc2N=C(c2ccc(C)cc2)CC1c1ccccc1 (stereo not given),i
CCOC(=O)C1(Cc2cccc(F)c2)CCN(Cc2ccncc2)CC1,i
CCOc1ccc(CN2CCN(Cc3ccc4c(c3)OCO4)CC2)cc1,i
Cc1nc2ccccc2c2c1C(=O)N(c1ccc(F)cc1)C2=O,u
CCC(C)NC(=O)C1CCN(S(=O)(=O)N2CCCC2)CC1 (stereo not given),i
C=CCNC(=O)c1cc2c(=O)n3cccc(C)c3nc2n1C,i
COCc1ccc(-c2n[nH]c(Cc3ccccc3)n2)o1,u
Cc1nonc1C1CCCN1C(=O)c1cccc2ccnn12 (stereo not given),i
Cc1cc(C(=O)N(C)Cc2snnc2C)nc(C)n1,i
O=S(=O)(Nc1ccccc1Cl)c1ccc(Br)s1,i
O=CC1=C(c2ccccc2)Oc2ccccc2O1,u
Cc1ncnc2c1ncn2-c1ccc(N)nc1,u

# Going on with the list:
SMILES,ST2 IL33 inh
Cc1ccc(Cn2ccc(NC(=O)c3cc(CC(C)C)on3)n2)cc1,i
COc1cc(/C=C/C2=NC(=O)C(C)(C)O2)ccc1O,u
CCN(CC)C(=O)COC1CN(CCc2ccccc2)C(=O)CN(C(=O)c2ccc3[nH]ccc3c2)C1 (stereo not given),u
CCOC(=O)c1sc(NC(=O)c2cc(=O)c3ccccc3o2)nc1-c1ccccc1,i
CC(=O)Nc1ccc(S(=O)(=O)Nc2nc3c(s2)CCCC3)cc1,i
CCc1cc(CN(C)CCC(=O)Nc2cccnc2)on1,u
O=C(NCCCc1ccccn1)c1ccc(-c2cccnc2)nc1,u
CCCCn1c(CCNC(=O)CCC)nc2ccccc21,i
